Bioassay records (PubChem BioAssay)
Insulin prom inh = TRM-6 insulin promoter activity inhibition | TRM-6 cells (human fetal islet line), insulin promoter-eGFP reporter, imaging; reporter expression induced with tamoxifen | inhibition, % at 2 µM | actives 0.9% (n = 130,000) | AID 1273;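 active = inhibition above the mean plus 3 SD, with well images judged a real hit on visual review, cut at about 60% in these data, passing the limit was not always enough; inconclusive = inhibition over the cutoff but images rejected on review; inactive = inhibition not above the cutoff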
sdo1 growth = restores growth of sdo1-depleted yeast; S. cerevisiae sdo1-depleted JHY4D growth rescue, OD600 30 h; stronger effect = higher value; pdr5 snq2 efflux-pump mutant strain; z-score at 10 µM; actives 0.21% (n = 140,000); AID 817;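 active = z-score above 3 at both the 24 hr and the 30 hr optical density reads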;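 also: z-score against mean and SD of all compound wells on the same plate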
sdo1 growth Rescue 24 h = recorded beside sdo1 growth, whose call it bears; z-score; S. cerevisiae sdo1-depleted JHY4D growth rescue, OD600; measured here: growth rescue at 24 h;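 0 is the plate mean of compound wells and units are plate SD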
Starred values were filed as active, the others as inactive; ? = inconclusive; / = no result given.

SMILES	Insulin prom inh	sdo1 growth	sdo1 growth Rescue 24 h
COC(=O)c1ccccc1N1C(=O)C2C(C1=O)[C@H]1C=C[C@@H]2C1 (stereo not given in full)	?	1.12	0.48
COc1ccc(C(=O)N2C(=S)NC(=O)/C2=C\c2ccc(C)cc2)cc1	-14.8	0.54	1.09
COc1cc(OC)cc(C(=O)Nn2cc(C(=O)Nc3c(F)cccc3F)c3ccccc3c2=O)c1	44.8	0.32	0.33
CCn1ccnc1C(O)c1cccc(OC)c1 (stereo not given)	/	1.21	0.89
CC(C)(C)NC(=O)c1cccc(NC(=O)c2ccc(NC(=O)c3ccco3)cc2)c1	100.0*	0.03	0.53
COc1ccc(N2CCN(C(=O)CN3C(=O)C4CC=CCC4C3=O)CC2)cc1 (stereo not given)	42.1	0.33	-0.14
Cc1cc2c(cc1C)NC1(C(=O)Nc3ccccc31)C1=C(CC(C)(C)CC1=O)N2 (stereo not given)	-76.0	1.13	0.64
Nc1c(C(=O)NC2CC2)c2nc3ccccc3nc2n1-c1ccc2c(c1)OCO2	-44.4	-0.17	0.72
Cc1ccc(-n2c(-c3ccccc3)c[n+]3c2CCc2ccccc2-3)c(C)c1	-80.0	/	/
O=C(NCCSc1ccccn1)c1ccc(Cl)cc1Cl	8.3	/	/
O=C(NC(=S)NCCc1ccccn1)c1ccccc1	7.7	/	/
CC(C)(C)Cn1c(=O)[nH]c(=O)c2cc([N+](=O)[O-])cnc21	-13.3	0.02	-0.65
O=C1CC(SC(=Nc2ccccc2)Nc2ccccc2)C(=O)N1c1ccc(Cl)cc1 (stereo not given)	0.0	-0.9	0.28
CC(=O)Nc1cccc(C(=O)Nc2ccccc2C(=O)O)c1	36.1	0.45	0.09
CCN1C(=O)/C(=C/C=C2\C=CN(CC)c3ccccc32)SC1=S	28.1	-1.29	0.14
CN(C)S(=O)(=O)c1ccc(C(=O)OCCCN=C2NS(=O)(=O)c3ccccc32)cc1	/	1.28	0.73
Clc1nccnc1-c1ccccc1	6.7	-0.68	-0.32
CCCOC(=O)CC1C(=O)NCCN1Cc1ccc(F)cc1 (stereo not given)	/	-0.02	-0.73
COC(=O)c1ccccc1NC(=O)C(C)Oc1ccccc1 (stereo not given)	-4.1	-1.32	-1.35
CSCCC(NC(=O)c1ccc(Cl)cc1)C(=O)OCC(=O)Nc1cc(Cl)ccc1C#N (stereo not given)	13.7	-0.66	0.64
CCCc1n[nH]c2c1/C(=N/O)CC(c1ccccc1)C2 (stereo not given)	-100.0	1.06	1.43
O=C(Nn1cnnc1)C(Sc1ccccc1)c1ccccc1 (stereo not given)	/	-0.28	-1.17
CCOc1ccc(N(CC(=O)NCc2ccccc2OC)S(C)(=O)=O)cc1	-22.9	0.26	-0.15
CN(C)/C=C/C(=O)c1ccc(F)cc1	13.3	0.75	0.58

Sorted by SMILES length (descending): part of the list above
SMILES	Insulin prom inh	sdo1 growth	sdo1 growth Rescue 24 h
CSCCC(NC(=O)c1ccc(Cl)cc1)C(=O)OCC(=O)Nc1cc(Cl)ccc1C#N (stereo not given)	13.7	-0.66	0.64
O=C1CC(SC(=Nc2ccccc2)Nc2ccccc2)C(=O)N1c1ccc(Cl)cc1 (stereo not given)	0.0	-0.9	0.28
Cc1ccc(-n2c(-c3ccccc3)c[n+]3c2CCc2ccccc2-3)c(C)c1	-80.0	/	/
CC(C)(C)Cn1c(=O)[nH]c(=O)c2cc([N+](=O)[O-])cnc21	-13.3	0.02	-0.65
CCOc1ccc(N(CC(=O)NCc2ccccc2OC)S(C)(=O)=O)cc1	-22.9	0.26	-0.15
CCN1C(=O)/C(=C/C=C2\C=CN(CC)c3ccccc32)SC1=S	28.1	-1.29	0.14
CC(=O)Nc1cccc(C(=O)Nc2ccccc2C(=O)O)c1	36.1	0.45	0.09
CCCc1n[nH]c2c1/C(=N/O)CC(c1ccccc1)C2 (stereo not given)	-100.0	1.06	1.43
COC(=O)c1ccccc1NC(=O)C(C)Oc1ccccc1 (stereo not given)	-4.1	-1.32	-1.35
O=C(Nn1cnnc1)C(Sc1ccccc1)c1ccccc1 (stereo not given)	/	-0.28	-1.17
O=C(NCCSc1ccccn1)c1ccc(Cl)cc1Cl	8.3	/	/
CN(C)/C=C/C(=O)c1ccc(F)cc1	13.3	0.75	0.58
Clc1nccnc1-c1ccccc1	6.7	-0.68	-0.32

(continued)
SMILES	Insulin prom inh	sdo1 growth	sdo1 growth Rescue 24 h
CN(C1CCS(=O)(=O)C1)S(=O)(=O)c1ccc(C2CCCCC2)cc1 (stereo not given)	25.0	-0.33	-0.56
CCOC(=O)/C(C#N)=C/c1cn(CCC(=O)O)nc1-c1ccc(Cl)cc1	/	0.13	-0.91
CS(=O)(=O)N(CC(=O)NCCSc1ccccc1)c1ccc2c(c1)OCO2	/	0.75	1.18
CCOC(=O)C1CCN(S(=O)(=O)c2ccc(OC)c(Cl)c2)CC1	-18.2	/	/
Cc1cc2c(cc1C)CSC(c1ccc3ccccc3c1O)SC2	63.0*	-1.85	-0.98
O=C(COC(=O)c1nc(-c2ccccc2)n(-c2cccc(C(F)(F)F)c2)n1)NCc1cccs1	-43.8	-0.27	-0.43
O=C(Nc1ccc(N2CCOCC2)cc1)c1cc2ccccc2o1	3.1	1.5	2.04
COC(=O)c1ccc(N2C(=O)CC(NCc3ccccc3)C2=O)cc1 (stereo not given)	20.0	0.1	1.16
Cc1oc2ncnc(N)c2c1C	25.0	1.37	0.71
CCOc1ccc(N2CC(C(=O)Nc3ccccc3N3CCOCC3)CC2=O)cc1 (stereo not given)	20.0	0.53	-0.03
CC(C)C(c1nnnn1Cc1ccc(F)cc1)N1CCN(c2ccc(O)cc2)CC1 (stereo not given)	11.1	/	/
CN1CCN(C(=O)/C(=C/c2ccc(F)cc2)c2ccsc2)CC1	50.0	/	/
c1csc(CN2CCOCC2)c1	-14.3	0.3	-0.03
Cc1ccc(C)c(NC(=O)CN(C)S(=O)(=O)c2ccccc2)c1	-166.7	0.38	0.4
CCN(CC)C(=O)CNC(=O)Cc1ccc(Cl)cc1	-26.8	-0.64	-1.3
O=C(CCNC(=O)c1ccccc1Cl)Nc1cccc(C(F)(F)F)c1	-29.6	0.77	0.05
Cc1c(NC(=O)c2ccc(S(=O)(=O)N(C)c3ccccc3)cc2)c(=O)n(-c2ccccc2)n1C	-50.0	/	/
COc1ccc(C(C)(C)C)cc1NC(=S)NCCN1CCOCC1	/	0.21	-0.7
CC(=O)N1CCN(c2ccc([N+](=O)[O-])c(NCC3CCCO3)c2)CC1 (stereo not given)	-8.3	1.66	0.58
Cc1onc(-c2c(Cl)cccc2Cl)c1C(=O)NCc1ccco1	/	-0.24	0.27
CN1C(=O)c2cccc3c(S(=O)(=O)NCc4ccco4)ccc1c23	-142.1	1.86	1.26
O=C(Cc1ccc(Cl)cc1)Nc1ncc([N+](=O)[O-])s1	16.7	/	/
O=C(CCC(=O)c1ccc(Br)cc1)Nc1cccc(C(F)(F)F)c1	-6.7	-1.01	-0.08
COc1cccc2[nH]c3c(Cl)ncnc3c12	/	1.35	1.08
Cn1c(=O)c2c(nc(Cl)n2Cc2ccc(Cl)c(Cl)c2)n(C)c1=O	13.9	-1.18	-0.59
Cc1cnc(NC(=O)C(C)N2C(=O)C3CC=CCC3C2=O)s1 (stereo not given)	/	0.94	0.67
C=CCOc1ccc(C2C(C#N)=C(N)N(Nc3ccccc3)C3=C2C(=O)CC(C)(C)C3)cc1OC (stereo not given)	/	0.65	0.18
COc1ccc2c(c1)C(C)CC(C)(C)N2C(=O)NC1CCCCC1 (stereo not given)	?	-0.4	-0.19
COCCOC(=O)c1cc(C(=O)c2cc(F)ccc2O)coc1=N	51.4	-0.36	0.11
COc1ccccc1OCCOC(=O)Nc1ccccc1	/	-0.06	-0.64
O=c1[nH]cnc2cc(Cl)ccc12	44.4	0.12	-1.23
Cn1c(=S)[nH]c2c(c1=O)C(C)(C)Cc1ccccc1-2	33.3	/	/
Cc1ccc(NC(=O)CCN2CCN(C/C=C/c3ccccc3)CC2)cc1	-14.3	-0.4	-0.26
Clc1ccccc1-c1nc2ccccc2c2nc3ccccc3n12	18.4	-1.13	-0.43
O=C(NC(C(=O)c1ccccc1)N1CCCCC1)c1ccccc1 (stereo not given)	-9.4	-0.01	0.2
Cc1ccc(NC(=O)CSc2ccc3nnc(CCNC(=O)c4ccccc4)n3n2)c(C)c1	/	1.83	1.91
O=C(/C=C/c1c(Cl)cccc1Cl)N1CCN(c2ncccn2)CC1	46.5	-0.92	-1.16
O=C1CCCCC1Sc1nnc(Cc2cccs2)n1CCc1ccccc1 (stereo not given)	34.6	-0.19	-0.52
Nc1ccccc1Sc1ccccc1[N+](=O)[O-]	15.4	0.03	-0.97
CN1C(=O)C(O)(C2COC(C)(C)CC2=O)c2cc(Br)ccc21 (stereo not given)	51.7	0.1	-0.35
O=C(N/N=C/c1cn(-c2ccccc2)nc1-c1ccccc1)c1ccco1	/	-2.21	-2.34
CCCCCOC(=O)Cc1c(O)c2ccccc2[nH]c1=O	46.1	0.43	0.35
COC(=O)c1cc(C)sc1NC(=O)C1C2C=CC(CC2)C1C(=O)O (stereo not given)	-80.0	0.81	0.12
CN1CCN(CC(=O)N(Cc2c(C#N)c3ccccc3n2C)c2ccccc2)CC1	-54.3	1.12	0.27
CC(NC(=O)COC(=O)c1ccc(Cl)cc1O)c1ccc(F)cc1 (stereo not given)	-27.3	/	/
CN1C(=S)SC(N(O)C(=O)Nc2ccccc2)C1(C)C (stereo not given)	7.1	0.43	0.41
Cc1ccc(-n2c(=O)[nH]c3c(C(N)=O)nc(CC(C)C)nc32)cc1	92.9*	-1.42	-1.44
Cc1oc(C(=O)O)cc1CSc1nnc(-c2ccccc2)n1C	-2.9	0.18	0.13

Copied from the list.
O=C(NCCSc1ccccn1)c1ccc(Cl)cc1Cl | Insulin prom inh = 8.3
CSCCC(NC(=O)c1ccc(Cl)cc1)C(=O)OCC(=O)Nc1cc(Cl)ccc1C#N (stereo not given) | sdo1 growth = -0.66

Later entries.
SMILES	Insulin prom inh	sdo1 growth	sdo1 growth Rescue 24 h
Cc1cc(NC(=O)CSc2nnc(C)n2-c2ccccc2)no1	-16.7	/	/
COc1ccc(Cl)cc1NC(=O)C(C)N(C)Cc1ccc(C(F)(F)F)cc1 (stereo not given)	/	-0.29	-0.64
N#Cc1nc(-c2ccc(OCc3ccc(Cl)cc3)cc2)oc1N1CCOCC1	/	-0.75	1.72
CSc1cccc(NC(=O)C2CCCN2S(=O)(=O)c2ccc(Br)s2)c1 (stereo not given)	-40.0	-1.88	-1.68
COc1ccc(/C=C/C(=O)O)cc1COc1ccccc1C	-43.3	0.84	0.64
CN1CCN(c2ccc(NC(=O)c3sc4ccccc4c3Cl)cc2)CC1	-58.3	/	/
Cc1cc(NC(=O)Cn2cnc3sc(C)c(-c4ccccc4)c3c2=O)no1	50.0	0.35	-0.3
Cc1nc2c(C#N)c(C)[nH]n2c(=O)c1Cc1ccccc1	-38.5	0.99	0.91
CCOc1ccc2cc(C#N)c(SCC(=O)N3CCC(C)CC3)nc2c1	10.8	-1.17	0.01
O=c1c(Cc2ccccc2O)c(O)nc2n1CCCS2	/	0.63	0.21
CCOC(=O)N1CCN(C(=O)c2ccc3c(=O)n(CCc4ccccc4)c(=S)[nH]c3c2)CC1	18.2	-1.21	-0.1
CCN1C(=O)c2cccc3c(NC(=O)c4cccc(N5C(=O)CCC5=O)c4)ccc1c23	/	1.15	1.52
CC1CCc2nc3ccccc3c(C(=O)OCC(=O)N(C)C3CCS(=O)(=O)C3)c2C1 (stereo not given)	-28.6	/	/
O=C(Cc1ccccc1)NCC(=O)OCC(=O)c1cccc([N+](=O)[O-])c1	/	0.64	-0.04
Cc1nc(NC(=O)c2ccc3c(c2)OCO3)ccc1Br	42.1	/	/
O=C(NCc1ccco1)NCC(F)(F)F	9.3	0.14	0.1
CC(C)OCCCN1CN(S(=O)(=O)c2cccc(Cl)c2)c2nc3ccccc3nc21	-34.2	-1.47	-0.84
Cc1cccc(OCCNc2ccc([N+](=O)[O-])cn2)c1	-7.7	/	/
O=C(CSc1ncn[nH]1)Nc1nc(-c2ccccc2)ns1	-7.7	1.45	3.38
CCn1ncc(C2=NOC(C(=O)Nc3cnn(C45CC6CC(CC(C6)C4)C5)c3)C2)c1C (stereo not given)	/	0.5	0.3
CCc1ccccc1NC(=O)c1nnn(CC(=O)Nc2cccc(C)c2)c1N	-75.0	-0.97	-0.92
O=C1NC(=S)N/C1=C/c1cc([N+](=O)[O-])ccc1N1CCOCC1	-27.8	/	/
CCC1(C)Cc2ccccc2-c2nc3n(c(=O)c21)CC(C(=O)O)S3 (stereo not given)	/	-0.05	-0.32
COCCCNC(=O)c1cn(CC(C)C)c(=O)c2c1c1ccccc1n2C	-61.3	0.09	0.37
Cc1ccc(O)c(CP(=O)(c2ccccc2)c2ccccc2)c1	-14.3	-0.71	-0.61
O=C(Oc1ccc2c(-c3ccccc3)cc(=O)oc2c1)c1cccs1	5.3	-0.8	-0.5
COC(=O)Nc1ccc(S(=O)(=O)n2cnc3ccccc32)cc1	16.7	0.01	-0.34
CC(=O)NC(=S)Nc1ccc(NC(=O)c2cccs2)cc1	3.1	-0.87	-0.5
COc1ccc(-c2nc(SCC(=O)N3CCOCC3)n[nH]2)cc1	-72.2	0.22	-0.36
COc1ccc(NC(=O)c2cc3c(s2)CCC(C)C3)cc1S(=O)(=O)N1CCOCC1 (stereo not given)	9.1	-0.08	0.13
O=C(NCCN1CCOCC1)c1ccc(CSCc2cccc(Cl)c2)o1	-33.3	/	/
COC(=O)C1CCN(S(=O)(=O)c2c(C)n(C)c(=O)n(C)c2=O)CC1	/	0.5	-0.27
Cc1[nH]c(=O)[nH]c1C(=O)CCCCC(=O)OCC(=O)Nc1ccccn1	-78.6	0.67	0.73
O=C(Cc1ccccc1)CC1(O)C(=O)Nc2ccccc21 (stereo not given)	55.2	0.45	0.17

Some of the compounds tested (hit frequency here may not be typical).
